Source: PubChem BioAssay
M1AAP inhibition: P. falciparum M1AAP inhibitors, biochemical, fluorogenic H-Leu-NHMec substrate, 1536-well (AID 1445); recombinant M1AAP, H-Leu-NHMec fluorogenic kinetic assay; higher % means a stronger effect; inhibition, % at 30 µM, or IC50 in µM where a hit was titrated; 220,000 tested, 0.42% active;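 active = primary inhibition above the hit cutoff, then over 50% inhibition at one or more dose response concentrations, cut at about 23% in these data, passing the limit was not always enough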;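 note: plate controls were DMSO full reaction for no effect and no enzyme background for full effect; strong numbers were not always called active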
M17LAP inhibition: P. falciparum M17LAP inhibitors, primary screen, biochemical, fluorogenic H-Leu-NHMec substrate, 1536-well (AID 1619). Leucine aminopeptidase (Plasmodium falciparum (isolate 3D7)). 220,000 tested, 0.38% active. recombinant M17LAP, H-Leu-NHMec fluorogenic kinetic assay; higher % means a stronger effect. inhibition, % at 30 µM; hits with a dose series show IC50 in µM;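 active = compound inhibiting the enzyme by more than half at any dose during confirmatory dose-response retesting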;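 note: plate controls were full reaction with DMSO carrier for no effect and no enzyme background for full effect; strong numbers were not always called active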
human PMI inhibitors: human PMI inhibitors, high substrate, primary screen, biochemical, fluorescence intensity, high mannose 6-phosphate (AID 1220); recombinant PMI enzyme, coupled fluorescence intensity; higher % means a stronger effect; Mannose-6-phosphate isomerase (Homo sapiens); 190,000 tested, 0.66% active; inhibition, % at 20 µM; hits with a dose series show IC50 in µM; in the data active = inhibition above about 50%
XIAP antagonists: XIAP antagonists, biochemical, IAP family, fluorescence polarization (AID 1018). E3 ubiquitin-protein ligase XIAP (Homo sapiens). XIAP BIR domain, fluorescence polarization peptide displacement; higher % means a stronger effect. one-dose displacement, % at 20 µM; IC50 in µM for titrated hits. 200,000 tested, 0.007% active; in the data active = displacement above about 50%; note: a part of the inactive calls stands beside numbers as strong as those of hits
Salmonella PhoP GFP: inhibitors of PhoP regulon expression, primary screen, Salmonella Typhimurium, GFP reporter (AID 1863). S. Typhimurium PhoP-regulated promoter GFP reporter, 4 h; higher % means a stronger effect. one-dose inhibition, % at 50 µM; IC50 in µM for titrated hits. 300,000 tested, 0.16% active;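 active = inhibition over 29.93%, a cutoff 3 SD above the screen mean, later confirmed by dose response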;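 note: 0% = low Mg2+ inducing control and 100% = high Mg2+ repressing control; strong numbers were not always called active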
ER stress rescue: rescue of cells from ER stress-induced death, primary screen, 384-well, CSM14.1, thapsigargin, ATP luminescence (AID 1222); 190,000 tested, under 10 active; CSM14.1 thapsigargin-induced death rescue, ATP luminescence; higher % means a stronger effect; one-dose cellular ATP content (survival), % at 20 µM; EC50 in µM for titrated hits;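 active = EC50 below 50 µM in the dose-response confirmation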;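 note: death triggered by thapsigargin at about 15 µM added after 2 h compound pretreatment; cell ATP read after overnight thapsigargin exposure of roughly 18 to 22 hours; normalized against plate controls of thapsigargin alone and 5% DMSO vehicle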
Siah-1 displacement: Siah-1 peptide-binding antagonists, primary screen, biochemical, fluorescence polarization, rhodamine-plectin, uHTS (AID 1817); Siah-1 / rhodamine-plectin peptide fluorescence polarization; higher % means a stronger effect; displacement, % at 20 µM, or IC50 in µM where a hit was titrated; 290,000 tested, 0.02% active; E3 ubiquitin-protein ligase SIAH1 (Homo sapiens);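 active = displacement of at least 50% at 20 µM, with a fluorescence ratio check between 0.3 and a set limit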;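 note: plate controls were Siah plus tracer with DMSO for no effect and tracer alone without Siah for full effect; strong numbers were not always called active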
West Nile antiviral: West Nile virus antiviral activity, cell-based, CPE readout (AID 1621). West Nile virus-infected cells, CPE inhibition; higher % means a stronger effect. one-dose CPE inhibition, % at 10 µM; IC50 in µM for titrated hits. 290,000 tested, 0.02% active; in the data active = a potency from the dose series; note: strong numbers were not always called active
Yfh1-depleted yeast: enhancers of respiration in Yfh1-depleted yeast, dose response, Friedreich's ataxia, plus single-dose screen (AID 1465) | fold induction at 50 µM, or EC50 in µM where a hit was titrated | S. cerevisiae Yfh1-off respiration, WST-1 reduction, 72 h; higher fold induction means a stronger effect | 220,000 tested, 0.074% active;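 active = fold induction of absorbance versus untreated yeast above a set limit, then at least 30% activation at any dose in follow-up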;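 note: activators that raise dye reduction in frataxin-depleted yeast; strong numbers were not always called active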
Numbers without * were called inactive; i = inactive; . = no result given.

Values run as follows: M1AAP inhibition | M17LAP inhibition | human PMI inhibitors | XIAP antagonists | Salmonella PhoP GFP | ER stress rescue | Siah-1 displacement | West Nile antiviral | Yfh1-depleted yeast
> Cc1c(C(=O)N2CCN(c3ccccc3F)CC2)sc2ncn(CC(=O)N3CCOCC3)c(=O)c12
    8% | 4% | 6% | -6.6% | -3% | -1.9% | 3% | . | .
> COc1ccc(OC)c(CC(NC(C)=O)C(=O)NC2CCN(c3nc(C)cc(C)c3C#N)CC2)c1 (stereo unspecified)
    . | . | 2% | -9.5% | . | -0.1% | -4% | . | .
> COc1ccc(N2C(=O)c3ccc(C(=O)OC(C)C)cc3C2=O)cc1
    -10% | 1% | 6% | -7.7% | 0% | 0.1% | -4% | 1.0% | i
> Cc1ccc(S(=O)(=O)N2CC=C(c3ccc(F)cc3)CC2)cc1
    -1% | -11% | 6% | -9.0% | 9% | 0.1% | -2% | -0.6% | i
> Cc1cc(C)n(-c2ccc(C(=O)Nc3cccc([N+](=O)[O-])c3)cc2)n1
    -3% | -7% | 2% | -3.7% | 0% | 0.2% | 7% | -0.8% | i
> c1ccc2nc3c(nc2c1)sc1nc2ccccc2n13
    . | . | -6% | -4.6% | . | 0.5% | 2% | . | .
> CC(C)(C)c1ccc(C(=O)NCCCN2CCN(CCCNC(=O)c3ccc(C(C)(C)C)cc3)CC2)cc1
    -1% | -4% | 4% | -6.9% | 0% | -3.1% | -9% | -2.2% | i
> Cc1ccc(/C=C/c2nc3ccccc3c(=O)[nH]2)cc1
    2% | -1% | . | . | 0% | . | 4% | 0.1% | i
> C=CCN1C(=O)C2(C(C#N)=C(N)Oc3n[nH]c(CCC)c32)c2ccccc21 (stereo unspecified)
    18% | 8% | -5% | -1.4% | 4% | -1.0% | 1% | 0.2% | .
> CCc1nnc(NC(=O)C(C)C)s1
    2% | -5% | -10% | -1.2% | -4% | -1.0% | -2% | 0.1% | i
> O=S(=O)(Nc1ccccn1)c1cnc(Cl)c(Br)c1
    8% | 9% | -4% | -30% | -9% | -0.2% | 2% | 0.4% | i
> COc1ccc(-n2c(C)cc(/C=C3/SC(=S)N(C)C3=O)c2C)cc1
    5% | 10% | 46% | 36% | -8% | 15% | -6% | -0.3% | i
> CCCCC(=O)OCc1nc(N)nc(Nc2ccccc2C)n1
    -1% | -6% | 10% | -10% | 18% | 1.0% | -3% | -1.3% | i
> Cc1cc(=O)oc2cc(OCc3ccc(C(=O)OCC(=O)Nc4ccccc4OC(F)F)cc3)ccc12
    -9% | -7% | -8% | -2.1% | 11% | -2.6% | 12% | 0.0% | i
> O=C1c2ccccc2C(=O)N1OCc1ccccc1[N+](=O)[O-]
    -5% | -4% | 11% | -6.3% | -6% | -1.6% | 1% | 0.3% | i
> COCCCC1CCN(Cc2nc(-c3ccccc3)no2)CC1
    0% | -6% | 14% | -0.9% | 0% | 0.1% | -4% | -0.5% | i
> CC1CCCCN1C(=O)Cn1c(=O)oc2ccccc21 (stereo unspecified)
    2% | -13% | . | . | -5% | . | . | 0.6% | i
> O=C(NCCOc1ccc2ccccc2c1)c1cncc(Br)c1
    0% | 3% | . | . | -6% | . | -2% | 0.0% | i
> NS(=O)(=O)c1cc(C(=O)NCCc2ccccn2)ccc1Cl
    6% | 8% | . | . | 0% | . | 52% | -0.1% | i
> CCCNC(=O)COC(=O)/C=C/c1ccc(C)o1
    6% | 5% | 1% | -5.7% | -7% | -0.3% | 3% | 0.2% | i
> COc1ccc(OC)c(NC(=O)c2ccc3c(=O)n(CCc4ccccc4)c(=S)[nH]c3c2)c1
    -4% | -2% | 15% | -7.5% | -2% | -0.2% | -2% | -0.3% | i
> S=C(NCc1ccccc1)N1CCN(Cc2ccc3c(c2)OCO3)CC1
    -4% | 4% | 1% | -18% | 6% | -0.2% | 3% | -1.1% | i
> Nc1nc(SCC(=O)Nc2ccccc2Sc2ccc(Cl)cc2)n[nH]1
    3% | 2% | 14% | -5.4% | 2% | -0.2% | 2% | -0.3% | i
> Cn1c(C(=O)NCCN2CCc3ccccc3C2)cc2c(=O)[nH]c3ccccc3c21
    9% | 3% | 10% | -7.0% | 15% | 0.4% | -2% | 0.1% | i
> Cc1ccc(S(=O)(=O)N/N=C/c2ccc(O)c(O)c2)cc1[N+](=O)[O-]
    3% | 27% | -16% | -1.5% | 9% | 1.0% | -1% | 0.1% | i
> COCCCNCCOCCOc1ccc(Cl)cc1Br
    -5% | 9% | -5% | -10% | 18% | -1.4% | 3% | -1.5% | i
> CCOC(=O)CN(C(=O)CSc1nnc(-c2cccc(OC)c2)o1)c1ccc(F)cc1
    0% | 3% | -3% | -6.4% | -2% | 1.9% | -3% | -0.4% | i
> COc1ccccc1C(=O)N/C(=N/c1nc(C)cc(C)n1)Nc1ccccc1
    8% | 3% | . | . | -11% | . | 13% | -0.2% | i
> CN(C)CCCNC(=O)c1cc(Br)ccc1O
    5% | -7% | . | . | -2% | . | -4% | 0.4% | i
> COc1cc(NC(C)=O)c2ncccc2c1NC(C)=O
    -2% | 2% | . | . | -6% | . | -1% | 1.6% | i
> COc1ccc(N2C(=O)c3ccccc3NC23CCCC3)cc1
    7% | -7% | -6% | -8.2% | 6% | -1.7% | 0% | -0.7% | i
> O=C(CN1CCN(c2ccccn2)CC1)N1CCc2ccccc21
    -2% | 9% | 4% | -1.5% | 4% | -4.2% | 0% | -0.4% | i
> Clc1ccc(COc2cccc(CNCc3ccncc3)c2)cc1
    7% | 10% | -16% | -1.2% | 12% | 1.3% | 13% | -1.6% | i
> Cc1cc(C)c2sc(NC(=O)c3ccc(N4C(=O)CCC4=O)cc3)nc2c1
    5% | -2% | . | . | -3% | . | 0% | -0.1% | i
> NC(=O)C1CCN(c2ccnc3cc(Cl)ccc23)CC1
    4% | 3% | -1% | 0.2% | 1% | 0.3% | 12% | -0.3% | i
> COc1ccc(OC)c(NC(=O)Cn2c(CCC(=O)O)ccc2-c2ccc(C)cc2)c1
    -7% | 1% | 2% | -9.7% | 10% | 0.8% | 2% | 0.9% | i
> Cc1[nH]nc2c1C1(CCOC1C)C(C#N)=C(N)O2 (stereo unspecified)
    4% | -3% | 3% | -4.9% | -2% | 2.8% | 1% | -0.3% | i
> O=C(CSc1nnnn1-c1ccccc1)N1N=CCC1c1ccccc1 (stereo unspecified)
    4% | 2% | 5% | -3.3% | 1% | -2.3% | 1% | -0.6% | i
> Cc1ccc(CNC(=O)CS(=O)(=O)CC(=O)O)cc1
    4% | 6% | 4% | -7.0% | -1% | -2.6% | 0% | 0.4% | .
> Cc1nc2ccccc2nc(C)c1=NOCc1ccc(C#N)cc1
    8% | 8% | 1% | -5.5% | -5% | -0.9% | 0% | -0.7% | i

In the list so far, these contain fluorine:
Values run as follows: M1AAP inhibition | M17LAP inhibition | human PMI inhibitors | XIAP antagonists | Salmonella PhoP GFP | ER stress rescue | Siah-1 displacement | West Nile antiviral | Yfh1-depleted yeast
> Cc1c(C(=O)N2CCN(c3ccccc3F)CC2)sc2ncn(CC(=O)N3CCOCC3)c(=O)c12
    8% | 4% | 6% | -6.6% | -3% | -1.9% | 3% | . | .
> Cc1ccc(S(=O)(=O)N2CC=C(c3ccc(F)cc3)CC2)cc1
    -1% | -11% | 6% | -9.0% | 9% | 0.1% | -2% | -0.6% | i
> Cc1cc(=O)oc2cc(OCc3ccc(C(=O)OCC(=O)Nc4ccccc4OC(F)F)cc3)ccc12
    -9% | -7% | -8% | -2.1% | 11% | -2.6% | 12% | 0.0% | i
> CCOC(=O)CN(C(=O)CSc1nnc(-c2cccc(OC)c2)o1)c1ccc(F)cc1
    0% | 3% | -3% | -6.4% | -2% | 1.9% | -3% | -0.4% | i

Other entries follow:
Values run as follows: M1AAP inhibition | M17LAP inhibition | human PMI inhibitors | XIAP antagonists | Salmonella PhoP GFP | ER stress rescue | Siah-1 displacement | West Nile antiviral | Yfh1-depleted yeast
> Cc1ccc(S(=O)(=O)C2C(=O)N(C)C3(C)CC2c2ccccc2O3)cc1 (stereo unspecified)
    1% | -3% | 2% | -1.3% | 2% | -0.4% | 5% | -0.9% | i
> O=C(Cc1cccs1)Nc1cc(SCCO)cc([N+](=O)[O-])c1
    8% | 29% | 2% | -4.8% | 5% | -2.4% | 1% | -0.9% | i
> Cc1ccnc(NC(=O)c2ccc(NC(=O)c3ccco3)cc2)c1
    6% | -4% | 0% | -7.5% | -15% | -2.5% | 5% | -0.1% | i
> O=S(=O)(NCc1cc(-c2ccccc2)no1)c1ccccc1
    -1% | 1% | 0% | -8.4% | 3% | -0.3% | 5% | -0.6% | i
> CN(C)c1nc(OCCOC(=O)Nc2ccc(Cl)cc2Cl)nc(N(C)C)n1
    -5% | -7% | 15% | -2.6% | -4% | 3.5% | 0% | -0.8% | i
> O=C(COc1cccc(C(F)(F)F)c1)N1CCN(c2ccccc2O)CC1
    1% | 0% | -6% | -8.9% | 0% | 0.9% | -12% | -0.8% | i
> O=C(NCCc1c[nH]c2ccccc12)c1ccc(-n2cnnn2)cc1
    18% | 16% | -6% | -4.9% | -4% | -0.5% | -8% | 0.6% | i
> CCc1nnc(N2CCN(c3ncnc4c3oc3ccccc34)CC2)s1
    0% | 9% | 10% | -1.0% | -3% | . | -3% | -0.3% | i
> COc1cc(NC(=O)Nc2ccc(Cl)c(Cl)c2)c(C(=O)O)cc1OC
    0% | -20% | . | . | -2% | . | -9% | 0.4% | i
> Cc1cc(CNC(=O)c2cc(Br)ccc2Cl)nn1C
    5% | -2% | -1% | 2.4% | 6% | . | 17% | . | i
> CCOc1ccc(N2CC(=O)N/C2=N\c2nc(C)cc(C)n2)cc1
    1% | -9% | -1% | -3.7% | 2% | 15% | 5% | -0.1% | i
> CCCn1c(=O)c2ccccc2n2c(SCc3cc(=O)oc4ccc5ccccc5c34)nnc12
    10% | -16% | -28% | -9.2% | 7% | -1.3% | 3% | -0.4% | i
> Cc1nc(SCn2nnc3ccccc3c2=O)nc(C)c1C
    5% | 1% | 5% | -2.4% | -8% | 2.1% | -1% | 0.8% | i
> O=C(NC(=S)NCC1CCCO1)c1ccccc1Br (stereo unspecified)
    -1% | -9% | -1% | 4.4% | 7% | -0.9% | 7% | 0.3% | i
> COCCCNC(=S)N1CCCN(c2nc3cc(C)ccc3cc2C#N)CC1
    0% | -7% | -74% | -4.1% | 1% | 3.6% | 6% | -0.8% | i
> CC(C)C(=O)Nc1cc(C(F)(F)F)ccc1-n1ccnc1
    3% | -1% | 14% | -9.2% | 1% | 0.1% | 2% | 0.3% | i
> C=CCC(=O)OCC(=O)Nc1ccc(Oc2ccccc2)cc1
    . | . | -5% | -3.6% | . | -0.8% | 5% | . | .
